Nrf2 inh = inhibitors of Nrf2 signaling. A549 ARE-Fluc reporter, luciferase luminescence, 18-24 h. Potency, µM (doses to about 46 µM), without a hit: at the top dose activity change, negative = inhibition, usual class: inhibitors. 2.1% of 360,000 active. AID 504444; also: % is scaled to controls: 0 for no effect and ±100 for the full control effect; nearly all actives have a fitted effect of over 60% in size
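Quantitative HTS in A549 cells stably bearing an antioxidant response element-firefly luciferase construct. Inhibition of Nrf2-driven transcription was scored by luminescence after 18-24 h of compound exposure at 37 °C.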
HepG2 tox = counter-screen for TGF-b inhibitors: cytotoxicity in HepG2 cells; AID 588856; 0.76% of 410,000 active; Potency, µM (doses to about 46.1 µM), inactives show top-dose activity change, negative = cytotoxicity, most hits filed as cytotoxic; HepG2 CAGA-GFP viability, ATP luminescence, 18 h; also: some results filed as inactive show a strong effect at the top dose
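HepG2 CAGA-GFP cells (1000/well, DMEM with 1% FBS) received compound, then TGF-beta at 500 pg/mL final, and were incubated 18 hours at 37 degrees C. Viability was read by CellTiter-Glo luminescence. Media-only wells were set as complete cell-killing and DMSO as no toxicity.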
EPAC2 antag = EPAC2 (human) antagonism. Q8WZA2. EPAC2 GEF exchange of Rap1B-BODIPY-GDP, fluorescence. Potency, µM (series often up to 114 µM), for inactives: top-dose activity, negative = inhibition, hits mostly inhibitors. 0.18% of 360,000 active; also: % is scaled to controls: 0 for no effect and ±100 for the full control effect; nearly all actives have a fitted effect of over 45% in size; many of its hits are not listed in these tables
Target sequence (Q8WZA2 whole entry, looked up): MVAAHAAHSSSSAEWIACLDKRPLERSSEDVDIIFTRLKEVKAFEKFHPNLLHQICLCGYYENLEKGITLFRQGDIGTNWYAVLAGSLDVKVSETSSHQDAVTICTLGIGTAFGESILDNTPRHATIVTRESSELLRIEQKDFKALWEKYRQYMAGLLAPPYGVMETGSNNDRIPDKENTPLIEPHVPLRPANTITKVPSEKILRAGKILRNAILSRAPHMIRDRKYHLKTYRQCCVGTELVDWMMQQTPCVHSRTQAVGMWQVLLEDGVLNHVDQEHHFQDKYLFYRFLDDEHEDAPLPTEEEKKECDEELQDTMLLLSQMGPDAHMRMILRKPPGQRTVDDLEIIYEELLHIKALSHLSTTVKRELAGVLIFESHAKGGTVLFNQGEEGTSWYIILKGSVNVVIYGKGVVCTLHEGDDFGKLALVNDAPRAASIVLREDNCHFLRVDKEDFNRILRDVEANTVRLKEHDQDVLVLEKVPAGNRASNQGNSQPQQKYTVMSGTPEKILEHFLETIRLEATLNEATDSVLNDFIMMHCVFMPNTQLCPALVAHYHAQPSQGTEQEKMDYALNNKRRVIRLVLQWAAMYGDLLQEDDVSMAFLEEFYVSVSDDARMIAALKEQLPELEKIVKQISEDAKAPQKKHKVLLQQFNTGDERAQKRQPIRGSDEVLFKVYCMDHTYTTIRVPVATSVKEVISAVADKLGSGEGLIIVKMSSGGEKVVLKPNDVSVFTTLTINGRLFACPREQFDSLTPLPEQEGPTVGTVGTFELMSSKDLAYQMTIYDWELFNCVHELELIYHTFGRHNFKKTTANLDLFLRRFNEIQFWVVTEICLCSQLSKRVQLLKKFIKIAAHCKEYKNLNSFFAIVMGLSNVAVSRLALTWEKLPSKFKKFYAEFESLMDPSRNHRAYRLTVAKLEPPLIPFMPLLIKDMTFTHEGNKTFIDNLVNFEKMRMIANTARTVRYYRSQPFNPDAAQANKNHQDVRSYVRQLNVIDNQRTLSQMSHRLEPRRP
MCF10A rerep = inducers of DNA re-replication in MCF 10A breast cells; MCF 10A DNA re-replication, Hoechst nuclear intensity, 48 h; Potency, µM (doses to about 46.1 µM), for the others: at the top dose activity, positive = re-replication, actives largely listed as activators; 2.9% of 350,000 active; also: % of control where 0% means no effect; nearly all actives have a fitted effect of over 50% in size
ATXN viability = viability counter-screen for ATXN expression inhibitors. S2 cells (HEK-293 line with an ATXN2-luciferase reporter) viability, CellTiter-Fluor protease fluorescence, 24 h. Potency, µM (titrated, usually from 56.7 µM), hits mostly cytotoxic. 0.49% of 400,000 active. AID 651635; also: nearly all actives have a fitted effect of over 40% in size
A549 tox = kills or reduces viability of A549 cells in Nrf2 counter-screen. A549 ARE-Fluc cells, CellTiter-Fluor viability, 18-24 h. 0.16% of 390,000 active. Potency, µM (doses to about 46 µM), for inactives: at the highest dose activity change, negative = cytotoxicity, most hits filed as inhibitors; also: % is scaled to controls: 0 for no effect and ±100 for the full control effect
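A549 ARE_Fluc cells in 5% FBS OPTI-MEM were exposed to compounds in concentration-response for 18-24 h at 37 deg C. Viability was read by CellTiter-Fluor fluorescence (Ex 405/Em 525) after 30 min, before the luciferase read.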
ATXN2 expr inh = inhibitors of ATXN2 expression | HEK-293 ATXN2-luciferase reporter, luminescence, 24 h | Potency, µM (highest dose often 57 µM), inactives show top-dose activity change, negative = inhibition, most hits filed as inhibitors | 0.72% of 360,000 active | AID 1745845; also: % is scaled to controls: 0 for no effect and ±100 for the full control effect; nearly all actives have a fitted effect of over 55% in size
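qHTS (up to 57 uM final) was run with 24 h compound exposure of reporter cells at 37 °C. Each well was multiplexed: SteadyGlo luminescence measured ATXN2-luciferase expression after a fluorogenic Gly-Phe-AFC viability readout (25 uM final).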
TGFb inhibitor = blocks TGF-b signaling; HepG2 CAGA-GFP TGF-b/SMAD3 reporter, GFP fluorescence, 18 h; TGF-beta stimulated, 500 pg/mL final; Potency, µM (series often up to 46.1 µM), for inactives: top-dose activity, negative = inhibition, actives largely listed as inhibitors; 1.2% of 410,000 active; also: % is scaled to controls: 0 for no effect and ±100 for the full control effect; nearly all actives have a fitted effect of over 65% in size
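Inhibition of TGF-beta-driven CAGA-GFP reporter expression in HEPG2 cells is measured by cellular GFP fluorescence after 18 h stimulation with 500 pg/mL recombinant TGF-beta in 1% FBS medium at 37 degrees C.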
Nrf2 activator = activators of Nrf2 (ARE) signaling; AREc32 ARE-luciferase reporter (MCF7-derived line), luminescence, 24 h; Potency, µM (titrated, usually from 46.1 µM), for inactives: top-dose activation, most hits filed as activators; 0.31% of 410,000 active; also: % of control where 0% means no effect; nearly all actives have a fitted effect of over 65% in size
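Reporter line AREc32 (ARE-Fluc), seeded overnight in OPTI-MEM with 5% FBS; compound pin-transferred, 24 hr at 37 deg C, 5% CO2; luminescent read-out.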
Starred values were filed as active, the others as inactive; i = inactive; ? = inconclusive; nt = no result given; & = joins results of further samples; [ ] = remark or other dose. Calls follow the shape of the dose curve; as a rule, active = well fitted curve in the direction sought with a large enough effect; inconclusive = small, poorly fitted or top-dose-only effect, or another doubt; inactive = no such curve, though single readings can be large; an effect the other way counts as inactive or inconclusive. Potency is read from the fitted curve at half-maximal effect. This is a subset, so the mix of outcomes need not match the whole.

SMILES	Nrf2 inh	HepG2 tox	EPAC2 antag	MCF10A rerep	ATXN viability	A549 tox	ATXN2 expr inh	TGFb inhibitor	Nrf2 activator
CCCCCCCC1CC(CSc2ncn[nH]2)OC1=O (configuration not stated)	0%	-1%	1%	-52%[inhibitor]	i	-9%	-7%	-10%	-0.2%
CCN(CC(=O)NC(C)C)Cc1nc2c(Br)cc(Br)cc2c(=O)[nH]1	0%	-35%	-2%	-5%	i	?	nt	?	0.6%
O=C1c2ccc(Oc3ccc4c(c3)C(=O)N(CCCO)C4=O)cc2C(=O)N1CCCO	nt	4%	3%	-1%	?	1%	-2%	5%	-0.4%
CCCNS(=O)(=O)c1cc2c3c(c1)C(C)C(=O)N3CCC2 (configuration not stated)	10%	-6%	-11%	-1%	i	-1%	nt	0%	-0.1%
O=C(CNC(=O)c1cccs1)OCC(=O)c1ccccc1Cl	12%	-3%	26%	10%	i	0%	-18%	-8%	-0.4%
CC(C)N(Cc1nccn1C)C(=O)c1ccc2oc(CCCc3ccccc3)nc2c1	-11%	-28%	14%	?	i	3%	-22%	-26%	-0.1%
COc1ccc(C(c2sc3nc(C)nn3c2O)N2CCC(C(N)=O)CC2)cc1OC (configuration not stated)	2%	-1%	0%	-9%	i	5%	8%	-1%	-0.4%
C(=N\N1CCN(c2ccccc2)CC1)/c1ccccc1	18%	-6%	3%	-2%	i	6%	46%[activator]	0%	0.8%
CCCCn1c(=N)n(CC(=O)c2ccc(Br)s2)c2ccccc21	20%	-103%	8%	?	nt	-9%	nt	?	2.8%
COc1cccc(C(=O)/C=C2\Sc3ccccc3N2C)c1	?	-21%	-15%	18µM*	nt	-2%	?	?	5.3%
CC(C)(C)C(=O)Nc1ccc(C(=O)N/N=C/c2ccccc2OC(=O)c2ccc(Cl)cc2Cl)cc1	13µM*	-19%	0%[57.1 µM]	-8%	?	-20%	?	?	0.4%
CCOc1ccc(C(Nc2cccnc2)c2cc(Cl)c3cccnc3c2O)cc1 (configuration not stated)	?	-35%&-50%	-8%	?	?	0%	?	?	23%
Cc1cccc(-n2c(Cc3cc(=O)[nH]c(=O)[nH]3)nnc2SC(C)C)c1	3%	0%	2%	-2%	i	-4%	9%	1%	-0.3%
COc1ccc(-c2nc(N)ncc2-c2ccc(OC)c(OC)c2)c(O)c1	?	-22%	-12%	17%	i	-4%	-13%	0%	-0.1%
CCCc1cc(=O)[nH]c(SCC(=O)Nc2cc(S(=O)(=O)N3CCCCC3)ccc2Cl)n1	?	-62%	-3%	?	i	-4%	-6%	?	-0.1%
O=C(CN1CCC(NC(=O)c2ccco2)CC1)Nc1cccc2ccccc12	nt	11%	3%	2%	i	4%	0%	?	1.6%
Brc1nnc2n1-c1ccccc1Sc1ccccc1-2	7%	-4%	-4%	16%	i	-4%	15%	0%	1.1%
O=C(CSCc1ccco1)Nc1cc(C(F)(F)F)ccc1N1CCOCC1	3%	-15%	-9%	2%	i	20%	2%	25%	-0.5%
Cc1ccc(Sc2ncccc2C(=O)NCc2cc([N+](=O)[O-])ccc2O)c(C)c1	9%	-15%	-15%	4%	i	-2%	4%	-22%	0.3%
CCOc1ccc(CN2CCNC(=O)C2CC(=O)NCc2ccccn2)cc1 (configuration not stated)	3%	-10%	7%	?	i	-5%	33%[activator]	-3%	-0.6%
Cc1ccc(C(=O)CSc2nc3ccc(C(=O)NCCN4CCCCC4)cc3c(=O)[nH]2)cc1	5%	-6%	3%	-3%	i	-2%	7%	-28%	5.4%
COc1cc(C)c(-c2cc(C(=O)O)c(C)o2)cc1C(C)C	4%	-31%	-11%	92%	i	12%	-1%	4%	8.1%
CCCCCCNC(=O)c1cc(-c2ccco2)nc2ccccc12	3%	1%	-1%	28%	i	7%	-1%	7%	?
O=C(CCl)N(O)c1ccc(C=Cc2ccccc2)cc1	14%	-71%	12%	?	6.7µM*	-2%	?	?	?

Entries above shown as hits in Nrf2 inh:
mol	Nrf2 inh	EPAC2 antag	TGFb inhibitor
CC(C)(C)C(=O)Nc1ccc(C(=O)N/N=C/c2ccccc2OC(=O)c2ccc(Cl)cc2Cl)cc1	13µM*	0%[57.1 µM]	?

(more compounds)
SMILES	Nrf2 inh	HepG2 tox	EPAC2 antag	MCF10A rerep	ATXN viability	A549 tox	ATXN2 expr inh	TGFb inhibitor	Nrf2 activator
Cc1cccc(COc2ccc(/C=N/NC(=O)c3nnn(-c4nonc4N)c3C)cc2)c1	6%	2%	16%	0%	i	10%	25%	2%	2.9%
CC(C)CN1CCC(=O)N([C@H](CSc2ccc(Br)cc2)c2ccccc2)CC1	15%	-37%	-14%	-6%	i	7%	6%	-13%	6.5%
Cc1cc2oc(=O)cc(COC(=O)Cn3cnnn3)c2cc1C(C)C	?	-5%	9%	0%	i	-3%	1%	-13%	-0.4%
Cc1ccnc(SCC(=O)c2cccs2)n1	?	-21%	-5%	2%	?	-1%	28%	0%	4.0%
COc1cc(C(=O)N2CCCCC2c2cc(C(=O)NC(C)C)no2)cc(OC)c1C (configuration not stated)	nt	8%	-11%	nt	i	nt	-3%	7%	4.6%
Cc1ccc(CNC(=O)C2CCCN(S(=O)(=O)c3ccc(-n4cnnn4)cc3)C2)cc1 (configuration not stated)	-5%	1%	9%	27%	i	-3%	-15%	2%	0.2%
O=C(CN1C(=O)CSc2ccc(S(=O)(=O)N3CCCCC3)cc21)NCc1ccccc1	2%	-6%	4%	13%	i	4%	6%	-1%	-0.2%
O=C(Nc1ccccc1C(=O)O)c1cccc(NS(=O)(=O)c2ccc(Br)cc2)c1	-2%	-21%	-27%	-3%	?	-3%	nt	-25%	-0.6%
COc1cc2c(cc1NC(=O)COc1ccc(Cl)cc1)oc1ccccc12	4%	-3%	nt	nt	i	0%	-2%	29%	5.5%
O=C(Nc1nnc(-c2ccncc2)o1)c1ccccc1F	1%	3%	17%	2%	i	3%	-19%	-1%	0.0%
CN(c1ccccc1)S(=O)(=O)c1ccc(C(=O)NCCc2ccc(F)cc2)cc1	-16%	6%	-13%	?	i	7%	-13%	12%	3.1%
Cc1ccc(S(=O)(=O)c2nc(-c3cccc(Cl)c3)oc2NCc2ccccc2)cc1	-10%	-27%	nt	nt	i	6%	-8%	-2%	0.9%

Whole records, looked up by structure. Screens in order: Nrf2 inh | HepG2 tox | EPAC2 antag | MCF10A rerep | ATXN viability | A549 tox | ATXN2 expr inh | TGFb inhibitor | Nrf2 activator
`Cc1cccc(COc2ccc(/C=N/NC(=O)c3nnn(-c4nonc4N)c3C)cc2)c1` is listed as 6% | 2% | 16% | 0% | i | 10% | 25% | 2% | 2.9%
`O=C(Nc1ccccc1C(=O)O)c1cccc(NS(=O)(=O)c2ccc(Br)cc2)c1` is listed as -2% | -21% | -27% | -3% | ? | -3% | nt | -25% | -0.6%

Next entries:
SMILES	Nrf2 inh	HepG2 tox	EPAC2 antag	MCF10A rerep	ATXN viability	A549 tox	ATXN2 expr inh	TGFb inhibitor	Nrf2 activator
Cc1ccccc1C(=O)Nc1ccccc1C(=O)OCc1cc(=O)n2ccsc2n1	nt	3%	nt	nt	i	5%	7%	4%	5.0%
O=C(CN1CCCCC1)N1CCCc2ccccc21	32%	-60%	10%	-3%	i	12%	7%	-11%	0.3%
COC(=O)c1ccccc1NC(=O)c1c(O)c2c([nH]c1=O)CCCC2	5%	-12%	-1%	11%	i	9%	2%	0%	-0.1%
Nc1[nH]c(=O)nc(Nc2ccccc2)c1N=O	-14%	-34%	3%	11%	i	-10%	-9%	-3%	-0.1%
COc1ccc(N(CC(=O)N2CCN(c3cccc(Cl)c3)CC2)S(=O)(=O)c2c(C)noc2C)cc1	?	-2%&-32%	4%	?	?	-6%&-7%	-17%&-22%	-19%&-31%	-0.3%&-0.4%
CC(C)(C)[C@@H]1COC(=O)[C@H](Cc2ccc(F)cc2)CC/C=C\C[C@@H](CC(=O)N(CCO)Cc2ccccc2)C(=O)N1	-16%	6%	-4%	-5%	?	-8%	-19%	-15%	3.1%
Cc1ccccc1OCC(=O)N(Cc1nc(-c2ccccc2)no1)C(C)C	13%	-37%	-9%	5%	i	2%	-11%	-5%	0.1%
COCCNC(=O)c1ccc(CS(=O)(=O)c2ccc(OC)cc2)o1	-5%	4%	4%	3%	i	-6%	-9%	0%	-1.2%
COc1ccc(S(=O)(=O)N2CCC(C(=O)NCCC(=O)NCc3ccccn3)CC2)cc1	nt	6%	12%	nt	i	nt	nt	17%	-0.2%
O=C(CC1CCCC1)NNC(=O)c1ccc(Br)cc1	?	2%	2%	-2%	i	-3%	nt	-2%	3.8%
O=C1NCN(c2ccccc2)C12CCN(c1nnnn1-c1ccccc1)CC2	7%	-19%	5%	?	?	0%	0%	-10%	-0.3%
O=C(NC1=NCCS1)c1ccc(N2CCCC2=O)cc1	?	7%	3%	-2%	i	1%	3%	6%	-0.7%
Cn1c(=O)c(Sc2ccccc2)c(O)c2ccccc21	-6%	-6%	-19%	22%	i	-7%	nt	-18%	-0.5%
O=C(CCN1C(=O)/C(=C\c2ccccc2)SC1=S)NNC(=O)c1ccncc1	-5%	-48%	9%	0%	i	10%	nt	-6%	2.4%
CC(=O)N1N=C(c2ccccc2)CC1c1ccccc1[N+](=O)[O-] (configuration not stated)	5%	0%	9%	1%	i	-8%	2%	0%	16%
COc1ccc(CCN2CCC(CNC(=O)c3cnn(-c4ccc(C)cc4)c3C3CCN(C(=O)OC(C)(C)C)CC3)CC2)cc1	-16%	-19%	nt	nt	nt	-25%	nt	0%	2.0%
CCOC(=O)c1csc(Nc2nc3ccc(F)cc3s2)n1	?	-41%	9%	?	?	?	-30%	-10%	?
CN1C(=O)OC2(C)CCc3ccccc3C12C (configuration not stated)	26%	-8%	4%	-6%	i	-4%	-7%	17%	0.3%
C[C@H]1CN([C@@H](C)CO)C(=O)CCCn2nncc2CO[C@H]1CN(C)C(=O)Cc1ccccc1	nt	-13%	10%	nt	i	nt	-2%	-14%	-0.8%
Cc1cccc(C)c1NC(=S)Nc1ccc(F)cc1	?	-3%	2%	-2%	?	12%	-19%	4%	0.5%
O=[N+]([O-])c1cnccc1-n1nnc2ccccc21	nt	nt	4%	nt	?	nt	-1%	nt	?
